IMPase inh: qHTS Assay for Identifying the Cell-Membrane Permeable IMPase Inhibitors | 120,000 tested, under 10 active | Inositol monophosphatase 1 (Rattus norvegicus), P97697 | CHO-M1 cells, IP1 accumulation, HTRF TR-FRET ratio | inhibition (IP1 accumulation), % at 46.1 µM; active means well fitted curve in the direction sought with a large enough effect in the signal ratio, not every such curve was filed as active; inconclusive means small, poorly fitted or top-dose-only effect, or a change in a side signal; inactive means no such curve, though single readings can be large or run the other way; the % refers to the signal ratio;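 further: cells stimulated with carbachol in lithium chloride buffer; plate controls were DMSO basal wells for no effect and reference inhibitor wells for full effect; higher means more IMPase inhibition seen as more IP1 and lower FRET ratio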
Target sequence (P97697 whole entry, looked up): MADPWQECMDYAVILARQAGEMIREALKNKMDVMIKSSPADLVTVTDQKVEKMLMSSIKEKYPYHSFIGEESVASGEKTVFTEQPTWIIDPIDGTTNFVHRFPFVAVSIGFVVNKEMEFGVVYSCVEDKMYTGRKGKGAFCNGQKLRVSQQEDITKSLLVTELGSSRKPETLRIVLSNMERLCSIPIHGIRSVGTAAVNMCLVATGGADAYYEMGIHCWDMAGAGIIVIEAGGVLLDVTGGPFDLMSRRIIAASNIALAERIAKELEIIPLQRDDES
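Seeded CHO-M1 cells were dosed with compound at up to 46 uM, stimulated with carbachol for 30 min, then lysed in IP-One detection reagents. Higher IP1 lowers the TR-FRET signal.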
PNC inhibitor: High Content Assay for Compounds that inhibit the Assembly of the Perinucleolar Compartment. PC3M PTB-GFP, PNC prevalence imaging, 16 h; hits give low values. activity change (PNC), negative = inhibition, % at 10 µM. actives 3.1% (n = 140,000). AID 2417, 2010;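 active means readout at or below -70, meaning at least 70% loss of cells showing the perinucleolar compartment, a nuclear body marking cancer cells; inconclusive means readout between -30 and a set limit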;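 further: plate controls were DMSO wells for no effect and camptothecin positive control wells for full effect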
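Compounds are pinned in duplicate onto adhered PC3M cells stably expressing GFP-tagged PTB and incubated 16 h at 37 C. Cells are then fixed, nuclei stained with Hoechst, and PNC-positive cells counted.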
ALOX15B inhib: qHTS Assay for Inhibitors of 15-hLO-2 (15-human lipoxygenase 2). purified 15hLO-2, xylenol orange hydroperoxide absorbance. Polyunsaturated fatty acid lipoxygenase ALOX15B (Homo sapiens), O15296. actives 0.56% (n = 110,000). Potency, µM (top dose mostly 57.1 µM), for the others: top-dose activity change, negative = inhibition, actives largely listed as inhibitors; further: potency means the concentration at half of the fitted maximal effect; nearly all actives have a fitted effect of over 60% in size; many of its hits are not listed in these tables
Target sequence (O15296 whole entry, looked up): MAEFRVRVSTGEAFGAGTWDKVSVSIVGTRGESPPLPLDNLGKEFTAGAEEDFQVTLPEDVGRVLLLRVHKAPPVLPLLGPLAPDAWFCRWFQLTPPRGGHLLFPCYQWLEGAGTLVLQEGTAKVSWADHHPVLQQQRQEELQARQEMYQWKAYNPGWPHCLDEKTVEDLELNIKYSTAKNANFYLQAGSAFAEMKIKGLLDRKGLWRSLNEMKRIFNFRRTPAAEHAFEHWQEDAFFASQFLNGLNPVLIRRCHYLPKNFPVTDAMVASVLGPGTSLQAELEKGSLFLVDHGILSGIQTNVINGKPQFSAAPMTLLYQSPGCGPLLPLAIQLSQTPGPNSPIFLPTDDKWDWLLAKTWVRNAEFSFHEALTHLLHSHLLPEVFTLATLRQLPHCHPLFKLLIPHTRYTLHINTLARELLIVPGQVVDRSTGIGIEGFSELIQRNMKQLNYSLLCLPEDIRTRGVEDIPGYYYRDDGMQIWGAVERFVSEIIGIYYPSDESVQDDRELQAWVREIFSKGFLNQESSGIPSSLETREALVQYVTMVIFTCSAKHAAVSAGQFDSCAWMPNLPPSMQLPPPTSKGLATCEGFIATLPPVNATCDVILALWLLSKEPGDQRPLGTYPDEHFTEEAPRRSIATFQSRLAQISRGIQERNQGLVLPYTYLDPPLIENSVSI
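Purified human 15hLO-2 (50 nM final) preincubated with compounds 15 min at room temperature in 25 mM Hepes pH 7.5, 0.01% Triton X-100, then 45 uM arachidonic acid added for 90 min; hydroperoxide detected via ferrous/xylenol orange, 573/405 nm absorbance ratio.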
ALOX12 inhib: qHTS Assay for Inhibitors of 12-hLO (12-human lipoxygenase); Potency, µM (top dose mostly 57.1 µM), for inactives: top-dose activity change, negative = inhibition, usual class: inhibitors; actives 0.12% (n = 150,000); AID 1452, 2008; Polyunsaturated fatty acid lipoxygenase ALOX12 (Homo sapiens), P18054; purified 12-hLO, xylenol orange hydroperoxide absorbance; further: potency means the concentration at half of the fitted maximal effect; nearly all actives have a fitted effect of over 55% in size; many of its hits are not listed in these tables
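Hydroperoxide formation by human 12-lipoxygenase from 40 uM arachidonic acid was followed colorimetrically via ferric-xylenol orange complex, using the 573/405 nm absorbance ratio. Enzyme concentration was 150 nM, with 30 min reaction at room temperature.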
* marks the source's active call; other numbers are inactive results; ? = inconclusive; · = not tested or not shown; & = joins results of further samples; [ ] = dose if it differs, or a comment. Unless noted, the call rests on the fitted dose curve; in most records, active means well fitted curve in the direction sought with a large enough effect; inconclusive means small, poorly fitted or top-dose-only effect, or another doubt; inactive means no such curve, though single readings can be large; an effect the other way counts as inactive or inconclusive. Unless noted, on the % scale 0 is the no-effect control and ±100 the full control effect. Some of the compounds tested. The share of hits here may be higher or lower than overall.

Results follow in this order: IMPase inh | PNC inhibitor | ALOX15B inhib | ALOX12 inhib
CCCCCCCc1nn2c(=O)cc(O)nc2s1
  · | 3 | · | -2%
COc1ccc(-c2nc(-c3ccccc3)c(-c3cccs3)[nH]2)cc1OC
  -1 | 34 | 24% | -15%
CCC(=O)OCC(=O)[C@@]1(OC(=O)CC)[C@H](C)C[C@@H]2[C@@H]3[C@H]([C@@H](O)C[C@@]21C)[C@]1(C)C=CC(=O)C=C1C[C@@H]3Cl
  5[20.6 µM] | · | 3%[25.6 µM] | -2%[25.6 µM]
CC(C)(C)NC1=CC(=O)OC12CCCCC2
  4 | 25 | 7% | -3%
COc1cccc(N2CC(C)Cn3c2nc2c3c(=O)n(CCN3CCOCC3)c(=O)n2C)c1 (stereo not drawn)
  -2 | 20 | -3% | 2%
COc1ccc(NC(=O)Cc2c[nH]c3ccccc23)cc1S(=O)(=O)N1CCCCC1
  · | -7 | · | 0%
Nc1ncnc2nc(SCCOc3ccc(Cl)cc3)[nH]c12
  · | 17 | · | -1%
CCCCC(C(=O)NC1CCCC1)N(Cc1ccco1)C(=O)Cn1nnc(-c2ccc(F)cc2)n1 (stereo not drawn)
  11 | 28 | 4% | 2%
O=C(Cn1cc(C(F)(F)F)ccc1=O)N/N=C/c1cccc(Cl)c1Cl
  · | 17 | · | -3%
Cc1ccc2cccc(S(=O)(=O)N3CCN(c4cccc(Cl)c4)CC3)c2n1
  8 | ? | -4% | -5%
O=C(Cn1cnc2c(oc3ccccc32)c1=O)N1CCN(c2ccccc2)CC1
  ? | 19 | -2% | 0%
Cc1nn2c3ccccc3n(Cc3ccccc3)c2nc1=O
  5 | 293 | · | 1%
Cc1cccc(C)c1N=Cc1c(O)n(-c2nccs2)c(=O)c2ccccc12
  1 | ? | · | 1%
CC(C)n1nc(C(=O)Oc2cc(Cl)ccc2Cl)c2ccccc2c1=O
  · | -1 | · | 2%
CC(C)Sc1nnc([C@@H]2CCCN2C(=O)OC(C)(C)C)o1
  -7 | ? | -3% | -2%
CCOC(=O)CSC1=C(C#N)C(c2ccccc2C)C2=C(CCCC2=O)N1 (stereo not drawn)
  15 | ? | -6% | -5%
CCOc1ccc(/C=N/NC(=O)c2csc(C)c2C)c(OCC)c1
  · | ? | · | 1%
Oc1[nH]c2ccccc2c1N=NC(=S)NCC1CCCO1 (stereo not drawn)
  4 | ? | · | -6%
CCn1c(SCC(=O)NC2CCCCC2C)nnc1-c1ccc(OC)cc1 (stereo not drawn)
  4 | 5 | -4% | 0%
O=C(CSc1nnc2c(Cl)cc(C(F)(F)F)cn12)N(Cc1ccccc1)Cc1ccccc1
  · | 9 | · | -3%
Cc1nnc(SCC(=O)c2c(N)n(C)c(=O)n(C)c2=O)[nH]c1=O
  -5 | 15 | -5% | -1%
O=C(CN(Cc1ccc(Cl)c(Cl)c1)S(=O)(=O)c1ccccc1)N/N=C\c1ccc2c(c1)OCO2
  1 | 17 | -8% | -21%
O=C1CN(C(=O)COC(=O)C23CC4CC(CC(O)(C4)C2)C3)c2ccccc2N1
  6 | 21 | 2% | -1%
CN(C)Cc1ccccc1-c1cc(Nc2ccccc2)ncn1
  · | · | 6% | -1%
Cc1c(C)c2cc(Cl)c(O)c(CN3CCCCC3)c2oc1=O
  -14 | 58 | 6% | -5%
CC(C)(C)c1cc(NC(=O)c2cccc(S(=O)(=O)N3CCOCC3)c2)no1
  · | 35 | · | 0%
CN(C)C(=O)COn1c(SCC(=O)N(C)C)nc2ccccc2c1=O
  -4 | ? | 6% | -3%
CC(C#N)On1c(SC(C)C#N)nc2ccccc2c1=O (stereo not drawn)
  -1 | -1 | -4% | -1%
Cc1nc2ncnn2c(C)c1CCC(=O)O
  1 | 9 | -4% | 2%
Cc1ccc(C(C[N+](=O)[O-])c2c(C)[nH]n(-c3ccccc3)c2=O)cc1 (stereo not drawn)
  · | 7 | · | -6%
O=C(NCCc1cccs1)C1CC(c2cccc([N+](=O)[O-])c2)=NO1 (stereo not drawn)
  -3 | 18 | 7% | 5%
COc1ccc2c(c1)c(=O)cc(C)n2CC(=O)NCc1ccco1
  8 | -12 | 3% | -10%
CC(C)Cc1ccc(C#N)c(SCC(N)=O)n1
  -4 | ? | 6% | 1%
C[C@@H](CCc1ccc(O)cc1)NCCc1ccc(O)c(O)c1
  0 | · | -3% | -9%
Fc1ccc(CSc2ncnc3sc4c(c23)CCCC4)cc1
  7 | 41 | -12% | -7%
COc1ccc(/C(O)=C2/C(=O)C(=O)N(Cc3cccnc3)C2c2ccco2)cc1OC (stereo not drawn)
  ? | -18 | -10% | -1%
CCCS(=O)(=O)Nc1c(C(=O)O)[nH]c2ccccc12
  -7 | -21 | 0% | 2%
CCOC(=O)c1c(N)sc2c1CCC(C)C2 (stereo not drawn)
  -2 | ? | -27% | ?
Cc1cc(/C=N/NC(=O)C(O)(c2ccccc2)c2ccccc2)c(C)n1-c1ccccc1
  0 | 5 | · | 0%
O=S(=O)(Cc1ccccc1)NCc1cccnc1
  12 | 18 | -6% | -4%
O=C(CS(=O)(=O)Cc1ccccc1)Nc1nc2ccccc2s1
  4 | ? | -3% | -1%
COc1ccc(S(=O)(=O)N2CCCC(C(=O)NCc3ccncc3)C2)cc1 (stereo not drawn)
  5 | ? | -6% | 4%
CCn1c(SCC(=O)Nc2nc(-c3ccccc3)cs2)nc2c1c(=O)n(C)c(=O)n2C
  · | -2 | · | -3%
CC(=O)N1CCC2(CCCN(c3cccc(-c4ccccc4)c3)C2)CC1
  · | · | 3% | -26%
Cc1cc(C(=O)COC(=O)c2ccccc2O)c(C)n1Cc1cccs1
  2 | -18 | -3% | -5%
OCn1ncn(-c2ccccc2)c1=S
  10 | -23 | 7% | -4%
Cc1cccc(C)c1NC(=O)C/C(N)=N/O
  -1 | 22 | 9% | 3%
CC(=O)Nc1cccc(C(=O)/C=C/c2cccs2)c1
  · | 70 | · | -3%
Cc1nc(CN2CCCCC2)c(O)c(=O)[nH]1
  · | · | 0%[11.4 µM] | -3%[11.4 µM]
O=C(CN1C(=O)C2CC=CCC2C1=O)Nc1nnc(SCc2c(Cl)cccc2Cl)s1 (stereo not drawn)
  -9 | -19 | ? | 3%
CC(=O)N1CCN(C(=O)c2ccc(-n3c(C)ccc3C)cc2)CC1
  -4 | 20 | · | 3%
CC(=O)N1CCc2cc(S(=O)(=O)NC(CC(C)C)C(=O)Nc3ccc4c(c3)OCCO4)ccc21 (stereo not drawn)
  4 | 1 | -3% | -3%
O=C(CCOc1ccccc1)NCc1ccccc1
  3 | 10 | 4% | 5%
CCc1nnc(NC(=O)c2ccc(S(=O)(=O)N3CCCc4ccccc43)cc2)o1
  0 | 1 | 30% | -11%
Cc1cc(NC(=O)c2ccc(C)s2)n(-c2nc3ccccc3[nH]2)n1
  · | ? | · | 1%
CC(C)CN1C(=O)NC(NS(=O)(=O)c2ccc(N)cc2)(C(F)(F)F)C1=O (stereo not drawn)
  · | ? | · | 0%
COCCNC(=O)CCCCCn1c(=S)[nH]c2ccccc2c1=O
  0 | 128 | · | -2%
O=C(Nc1nnc(-c2ccco2)o1)c1cccc2ccccc12
  6 | -21 | · | -13%
c1ccc(-n2nnnc2Oc2cccc3cccnc23)cc1
  -7 | -8 | 5% | 9%
COc1cc(C)cc(OC)c1/C=C\C(=O)O
  · | · | -4%[11.4 µM] | -7%[11.4 µM]

Structural class: the compounds so far containing a thiophene ring, fused or not
Results follow in this order: IMPase inh | PNC inhibitor | ALOX15B inhib | ALOX12 inhib
COc1ccc(-c2nc(-c3ccccc3)c(-c3cccs3)[nH]2)cc1OC
  -1 | 34 | 24% | -15%
CCOc1ccc(/C=N/NC(=O)c2csc(C)c2C)c(OCC)c1
  · | ? | · | 1%
O=C(NCCc1cccs1)C1CC(c2cccc([N+](=O)[O-])c2)=NO1 (stereo not drawn)
  -3 | 18 | 7% | 5%
Fc1ccc(CSc2ncnc3sc4c(c23)CCCC4)cc1
  7 | 41 | -12% | -7%
CCOC(=O)c1c(N)sc2c1CCC(C)C2 (stereo not drawn)
  -2 | ? | -27% | ?
Cc1cc(C(=O)COC(=O)c2ccccc2O)c(C)n1Cc1cccs1
  2 | -18 | -3% | -5%
CC(=O)Nc1cccc(C(=O)/C=C/c2cccs2)c1
  · | 70 | · | -3%
Cc1cc(NC(=O)c2ccc(C)s2)n(-c2nc3ccccc3[nH]2)n1
  · | ? | · | 1%

(list continues)
Results follow in this order: IMPase inh | PNC inhibitor | ALOX15B inhib | ALOX12 inhib
CC1Cc2ccccc2N1C(=O)COC(=O)C1=COCCO1 (stereo not drawn)
  -5 | -30 | 4% | -3%
CC(C)(C)n1nc2c(c1NC(=O)COc1ccc3ccccc3c1)CS(=O)C2 (stereo not drawn)
  -4 | 11 | -3% | 8%
CCOC(=O)c1nn(-c2ccccc2)c(=O)cc1SC(C)CC (stereo not drawn)
  8 | -28 | 6% | -1%
Cc1cc(OCC(=O)N[C@@H](Cc2ccccc2)c2nc3ccccc3[nH]2)ccc1Cl
  -2 | ? | · | -3%
Cc1oc(C)c(C(=O)NCCCC(=O)O)c1C(=O)NCCCC(=O)O
  6 | -6 | · | 5%
COc1ccc(CC(=O)OCc2cc3cccc(C)c3[nH]c2=O)cc1
  0 | ? | -4% | 0%
Cc1ccc(-n2nnnc2SCCNS(=O)(=O)c2ccccc2)cc1C
  12 | ? | -1% | -10%
CSC1=NSC2=NC(=O)/C(=C\c3cccs3)C(=N)N12
  · | 80 | · | 7%
Cc1ccc(NC2(C(F)(F)F)N=C(c3ccccc3)NC2=O)nc1 (stereo not drawn)
  · | -1 | · | -2%
COc1ccc(CCNC(=O)c2cnccn2)cc1
  4 | 9 | 2% | -6%
O=C(O)CP(=O)(c1ccccc1)c1ccccc1
  -5 | -15 | -4% | -3%
COc1ccc(C(=O)Nc2ccc3c4c(cccc24)CC3)cc1
  2 | 19 | 38%[activator] | 7%
Cc1ccsc1C1C2=C(CCCC2=O)Nc2ncnn21 (stereo not drawn)
  1 | ? | 17% | -1%
O=C(Nc1nnc(CCc2ccccc2)s1)C1CCCO1 (stereo not drawn)
  -11 | 27 | -7% | 0%
COc1ccc2c(c1OC)C(=O)OC2Nc1ncccc1C (stereo not drawn)
  1 | 35 | 0% | 4%
Cc1nn(Cc2ccc(Cl)c(Cl)c2)c(C)c1NC(=O)c1cc(CC(C)C)on1
  17 | 3 | -1% | -11%
COC(=O)c1ccc(-n2c(C)cc(C(=O)CSc3ccc(NC(C)=O)cc3)c2C)cc1
  · | 0 | · | -4%
CC(=O)N1CCc2cc(S(=O)(=O)CCC(=O)O)ccc21
  ? | ? | 4% | 0%
Cn1nnc(NCc2cc(Br)ccc2OCc2cccs2)n1
  -22 | ? | -2% | -5%
CC(NC(=O)CCC1COc2ccccc2O1)c1ccccc1 (stereo not drawn)
  -8 | 35 | -1% | -5%

Three entries out of the list above, arranged by the number in PNC inhibitor, ascending.
| Compound | PNC inhibitor |
| --- | --- |
| CC1Cc2ccccc2N1C(=O)COC(=O)C1=COCCO1 (stereo not drawn) | -30 |
| Cc1ccc(NC2(C(F)(F)F)N=C(c3ccccc3)NC2=O)nc1 (stereo not drawn) | -1 |
| Cc1nn(Cc2ccc(Cl)c(Cl)c2)c(C)c1NC(=O)c1cc(CC(C)C)on1 | 3 |

(more compounds)
Results follow in this order: IMPase inh | PNC inhibitor | ALOX15B inhib | ALOX12 inhib
O=c1c(O)c(-c2cccs2)oc2ccccc12
  -19 | 12 | -28% | 13%
CCOC(=O)c1c(/N=C/c2cc(C)ccc2O)sc2c1CCN(C)C2
  -2 | 9 | · | 1%
CN(C)CCCOc1ccc(Cl)cc1Br
  3 | 63 | 2% | 2%
c1ccccc1
  · | · | 4%&3% | 0%&0%
